GPR55 LPI antagonism = inhibition of LPI-stimulated GPR55 beta-arrestin translocation – imaging, U2OS, beta-arrestin-GFP, LPI agonist, primary screen (AID 2013) | U2OS GPR55 beta-arrestin-GFP translocation imaging, LPI antagonism; higher % means a stronger effect | one-dose inhibition, % at 10 µM; IC50 in µM for titrated hits | hit rate 0.13% among 290,000;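 active means spots per cell inhibited over 60%, with over 100 cells counted and total cytoplasm intensity under 500,000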;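 further: U2OS cells stably carrying GPR55 and arrestin-GFP stimulated by 5 µM LPI near EC80; imaged beta-arrestin-GFP aggregate spots per cell after agonist stimulation; plate controls were LPI-stimulated DMSO wells for no effect and DMSO wells without LPI for full effect; some results filed as inactive read as strong as hits; confirmed hits need IC50 under 10 µM and bright autofluorescent wells are also inconclusive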
GPR35 antagonists = GPR35 antagonists blocking zaprinast-driven arrestin recruitment, primary screen, imaging, U2OS, beta-arrestin-GFP, zaprinast agonist (AID 2058). inhibition, % at 10 µM, or IC50 in µM where a hit was titrated. hit rate 0.052% among 290,000. U2OS GPR35 beta-arrestin-GFP translocation imaging, zaprinast antagonism; higher % means a stronger effect;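 active means inhibition of at least 50% with at least 30 cells and total cytoplasm GFP at most 10,000,000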
GPR55 activation = GPR55 agonists via beta-arrestin recruitment, primary screen, imaging, U2OS cells, beta-arrestin-GFP redistribution (AID 1961); U2OS GPR55 beta-arrestin-GFP redistribution imaging; higher % means a stronger effect; activation, % at 10 µM; hits with a dose series show EC50 in µM; hit rate 0.048% among 290,000;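 active means activation above 40% with more than 50 cells counted in the well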;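 further: U2OS osteosarcoma cells stably expressing GPR55 and beta-arrestin-GFP; plate controls were DMSO negative control for no effect and LPI positive control for full effect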
KOR beta-arrestin-1 = KOR antagonists, beta-arrestin recruitment, cell-based, luminescence, uHTS (AID 1778); KOR beta-arrestin recruitment, luminescence, antagonist mode; higher % means a stronger effect; hit rate 0.091% among 290,000; one-dose inhibition, % at 10 µM; IC50 in µM for titrated hits; in the data active means inhibition above about 50%; further: strong numbers were not always called active
Rac1 GTP hydrolysis = MgcRacGAP GTPase-activating activity inhibitors, confirmation, biochemical, ADP Hunter fluorescence | MgcRacGAP-stimulated Rac1 GTP hydrolysis, ADP Hunter fluorescence; higher % means a stronger effect; GST-tagged Rac1 F28L mutant substrate | one-dose inhibition, % at 30 µM; IC50 in µM for titrated hits | hit rate 0.6% among 340,000 | AID 624330;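 active means first-screen hits whose inhibition reached a set limit at any dose in the follow-up dose series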;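 further: fluorescence reports GDP produced by GAP-driven GTP hydrolysis; strong numbers were not always called active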
UTI89 phage lysis = inhibition of K1F phage lysis, E. coli UTI89, bacterial capsule biogenesis inhibitors, alamar blue (AID 488966); E. coli UTI89 K1F phage lysis, alamar blue, 2 h; higher % means a stronger effect; inhibition, % at 100 µM, or IC50 in µM where a hit was titrated; hit rate 0.02% among 340,000;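 active means phage lysis inhibition, versus mean bacterial control, above a set limit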;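 further: capsule biogenesis inhibitors block K1F phage lysis so surviving cells raise fluorescence; higher fluorescence means more inhibition of phage lysis; actives were called in the ten point dose series up to 300 µM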
NOD1 inhibition = NOD1 signaling inhibitors, primary screen, cell-based, luminescence, uHTS (AID 1578). NOD1-driven NF-kB luciferase reporter cells, luminescence; higher % means a stronger effect. one-dose inhibition, % at 4 µM; EC50 in µM for titrated hits. hit rate 1% among 290,000; in the data active means inhibition mostly above about 36%, no sharp cut-off; inactive means mostly below about 34%;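 further: HEK-293T reporter cells stimulated with the NOD1 agonist gamma-tri-DAP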
KOR beta-arrestin-2 = KOR agonists, beta-arrestin recruitment, primary screen, cell-based, luminescence, uHTS (AID 1777) | activation, % at 10 µM, or EC50 in µM where a hit was titrated | hit rate 0.02% among 280,000 | KOR beta-arrestin recruitment, luminescence; higher % means a stronger effect; in the data active means activation above about 50%, passing the limit was not always enough; further: a part of the inactive calls stands beside numbers as strong as those of hits
NTR1 ag = NTR1-driven beta-arrestin-GFP spot formation – imaging, U2OS cells, high content, primary screen (AID 493036); agonist mode; P30989; hit rate 0.17% among 330,000; activation, % at 20 µM;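 active means activation at or above 40% of the spot to cytoplasm intensity ratio, with at least 20 cells analyzed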;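 further: 0% = DMSO without peptide and 100% = 100 nM NTR1 peptide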
Target sequence (P30989 whole entry, looked up): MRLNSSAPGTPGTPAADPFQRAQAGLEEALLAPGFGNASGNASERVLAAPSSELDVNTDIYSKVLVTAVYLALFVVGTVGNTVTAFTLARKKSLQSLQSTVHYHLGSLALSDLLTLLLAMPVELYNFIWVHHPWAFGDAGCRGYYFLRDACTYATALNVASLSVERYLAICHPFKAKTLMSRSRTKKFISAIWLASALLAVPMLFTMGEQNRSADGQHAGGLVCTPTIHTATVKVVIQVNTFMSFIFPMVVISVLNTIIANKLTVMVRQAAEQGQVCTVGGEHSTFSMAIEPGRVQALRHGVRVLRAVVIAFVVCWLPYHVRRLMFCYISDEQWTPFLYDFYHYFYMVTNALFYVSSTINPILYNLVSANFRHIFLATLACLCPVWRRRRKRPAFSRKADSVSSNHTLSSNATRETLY
NTR1 ag cell count 20 µM = recorded beside NTR1 ag, whose call it bears; cell count; measured here: cell count, cytotoxicity flag
The depositor's hits bear a star; . = not tested or not shown; [ ] = another dose, or the depositor's remark. Not all compounds are listed, so the mix of outcomes need not match the whole.

SMILES	GPR55 LPI antagonism	GPR35 antagonists	GPR55 activation	KOR beta-arrestin-1	Rac1 GTP hydrolysis	UTI89 phage lysis	NOD1 inhibition	KOR beta-arrestin-2	NTR1 ag	NTR1 ag cell count 20 µM
COc1ccc(-c2noc(-c3cccc(OC)c3OC)n2)cc1OC	7%	13%	-0.1%	-29%	6%	-0.9%	-67%	9.7%	0.2	47
CSCCC(NS(=O)(=O)c1ccc(Cl)cc1)C(=O)OCC(=O)N1CCCc2ccccc21 (stereo not drawn)	-1%	-5%	-0.2%	-22%	11%	-0.1%	-21%	1.9%	.	.
COCCn1c(SCC(=O)N2CCCc3ccccc32)nnc1-c1ccoc1C	11%	-6%	-0.4%	-3%	4%	0.2%	-31%	-1.8%	0.0	61
O=C(Cn1nc(-c2cccc(Cl)c2)ccc1=O)Nc1cccnc1	3%	4%	0.5%	-27%	15%	-0.3%	0%	8.2%	0.7	73
CCOC(=O)N1CCN(S(=O)(=O)c2ccc(C(=O)Nc3sc4c(c3C(N)=O)CCN(CC)C4)cc2)CC1	4%	32%	0.0%	-3%	8%	0.2%	-40%	2.6%	0.1	53
Cc1ccccc1OCC(O)CN1CCN(C)CC1 (stereo not drawn)	15%	17%	-0.1%	-13%[20 µM]	2%	1.6%	12%	-6.3%	-0.4	95
N#C/C(=C\c1ccco1)Sc1nc2ccccc2s1	5%	18%	0.0%	-30%	15%	0.7%	-30%	-3.8%	2.4	96
O=C(NC1c2ccccc2-c2ccccc21)c1ccccc1	21%	-2%	0.0%	-13%	-4%	0.6%	-15%	2.5%	0.3	96
COc1cc(/C=N/NC(=S)NC2CC3CC2C2C=CCC32)ccc1O (stereo not drawn)	-8%	14%	-0.2%	2%	22%	1.1%	-1%	-0.8%	35	39
CC(C)(C)n1nc2c(c1NC(=O)COc1ccc3ccccc3c1)CS(=O)(=O)C2	-10%	1%	-0.1%	.	10%	3.3%	26%	73%	1.6	80
CS(=O)(=O)c1cccc(C(=O)Nc2ccc3c(c2)OCCCO3)c1	4%	8%	0.3%	-11%	9%	0.0%	-37%	-4.6%	0.3	45
COc1ccc(CCNC(=O)CNS(=O)(=O)c2cccs2)cc1OC	9%	-2%	0.6%	16%	9%	4.0%	4%	-7.9%	-0.8	52
O=C(OCc1ccccc1)/C(=C/c1cccc2ccccc12)NC(=O)c1ccccc1	14%	0%	0.3%	23%	4%	0.5%[50 µM]	-12%	-1.5%	3.5	67
Cc1cc(Cl)ccc1C(=O)C1CCCN(C(=O)c2cnn(C(C)C)c2)C1 (stereo not drawn)	5%	-6%	0.2%	-4%	6%	0.2%	-18%	-2.1%	0.5	52
O=C(c1ccco1)N1CCC(N2CCN(c3ccccc3)CC2)CC1	-3%	5%	-0.2%	4%	.	.	-3%	1.4%	1.2	64
CCN(CC)CCNC(=O)Cn1nc(-c2ccccc2)c2ccccc2c1=O	12%	5%	0.2%	-12%	0%	3.2%	4%	2.4%	-2.9	89
O=C(Nc1ccc2c(c1)OCCO2)c1cccs1	-2%	-4%	-0.3%	-2%	3%	0.0%	-42%	-2.0%	-0.8	79
CCc1cc(C(=O)OC)c(NC(=O)CSc2nccn2C)s1	-6%	7%	-0.1%	-26%	8%	-0.2%	-25%	10%	-0.5	52
COc1ccc(S(=O)(=O)Nc2ccccc2N2CCOCC2)cc1[N+](=O)[O-]	-2%	0%	-0.1%	20%	6%	1.0%	-8%	0.2%	2.5	57
O=C(NC1CCCCC1)c1c2c(nc3ccccc13)CCC2	-2%	-7%	-0.4%	16%	3%	-0.4%	-32%	-3.5%	0.0	36
O=[N+]([O-])c1ccc2c(c1)C(N1CCOCC1)/C(=C/C1(O)CCCCC1)O2 (stereo not drawn)	11%	8%	-0.2%	-13%	-3%	0.1%	-23%	-2.5%	1.5	65
O=C(CN1C(=O)c2ccccc2S1(=O)=O)NCc1ccccn1	9%	4%	-0.1%	-28%	7%	-0.2%	3%	-5.2%	-2.8	96
COc1cc(C(CCN2CCOCC2)c2c(OC)cc(OC)c3c2OC(=O)CC3c2ccc(N(C)C)cc2)cc(OC)c1OC (stereo not drawn)	12%	28%	-0.1%	10%	0%	-0.8%	-3%	2.2%	-4.7	76
CCOc1cccc(N2C(=O)CC(n3cnc4ccccc43)C2=O)c1 (stereo not drawn)	-10%	22%	-0.2%	.	-1%	1.7%	-18%	.	-4.4	85
CCN(CC)CCNC(=O)c1cccc(NC(=O)C(=O)c2cc(Br)ccc2NC(C)=O)c1	14%	15%	-0.3%	-4%	0%	0.0%	-15%	5.6%	3.4	42
CC(=O)Cc1nsc(NC(=O)c2ccc(-c3cc(C(F)(F)F)ccc3Cl)o2)n1	-9%	-1%	-0.1%	-32%	11%	0.4%	-22%	1.7%	4.2	80
CC(=O)Nc1cccc(C(=O)Nc2nc(C)cs2)c1	-7%	12%	-0.3%	-42%	10%	-0.4%	-50%	1.6%	-0.3	68
COc1ccc(CCN2C(=O)CC(N3CCN(S(=O)(=O)c4ccccc4)CC3)C2=O)cc1 (stereo not drawn)	0%	-10%	-0.1%	31%	-7%	2.7%[50 µM]	-17%	-2.5%	-0.6	66
COc1ccc(NC(=O)Cc2c(Cl)cccc2Cl)cn1	9%	6%	-0.3%	1%	1%	0.1%	-30%	0.5%	1.4	50
CCCc1nc2ccccc2c(=O)n1/N=C/c1ccc(O)cc1O	0%	11%	-0.2%	44%	6%	3.4%	32%	0.5%	0.0	36
O=[N+]([O-])c1cccc(N2Cc3ccccc3C2)c1	18%	-15%	-0.1%	16%	6%	-0.4%	-32%	-1.4%	1.0	58
O=c1c2cc(F)ccc2[nH]c(=S)n1CCCN1CCOCC1	-8%	-1%	0.6%	-9%	-8%	-3.2%	-2%	-2.0%	-1.5	91
O=C(c1ccc(Cl)c(S(=O)(=O)N2CCOCC2)c1)N1CCCC1	-1%	12%	-0.1%	-14%	4%	0.3%	-27%	3.9%	-0.1	44
COc1ccc(NC(=S)N2CCN(Cc3ccc(C)cc3)CC2)cc1	-4%	-14%	-0.1%	-5%	5%	-0.3%	-2%	-2.2%	0.6	47
Cc1ccc(Oc2ncnc3sccc23)cc1	7%	-3%	-0.2%	-20%	4%	1.4%[50 µM]	13%	2.4%	2.7	82
CCOc1ccc(NC(=O)c2ccc(CSc3nnnn3C)cc2)cc1	10%	-3%	2.2%	.	5%	0.8%[50 µM]	-10%	-2.7%	2.2	37
O=C(O)CC(Cc1ccc(Br)cc1)C(=O)Nc1ccccc1 (stereo not drawn)	-1%	-1%	-0.2%	-29%[20 µM]	3%	0.3%	22%	-1.5%	-1.1	56
O=C(Cc1csc(Nc2nc(=S)[nH]c3ccccc23)n1)NCc1ccc(Cl)cc1	17%	9%	-0.1%	5%	-4%	-0.3%	2%	0.4%	4.3	59
CCn1cc(C(=O)NCCCO)c(=O)c2cc(F)c(N3CCN(C)CC3)cc21	2%	-7%	-0.1%	8%	4%	0.7%	-15%	-1.7%	0.0	116
O=C1c2ccccc2CN1Cc1ccccc1	8%	-9%	0.0%	13%	5%	-0.1%	-1%	0.2%	-0.9	82

Looked up by structure from the entries so far, two records:
SMILES	GPR55 LPI antagonism	GPR35 antagonists	GPR55 activation	KOR beta-arrestin-1	Rac1 GTP hydrolysis	UTI89 phage lysis	NOD1 inhibition	KOR beta-arrestin-2	NTR1 ag	NTR1 ag cell count 20 µM
O=C(O)CC(Cc1ccc(Br)cc1)C(=O)Nc1ccccc1 (stereo not drawn)	-1%	-1%	-0.2%	-29%[20 µM]	3%	0.3%	22%	-1.5%	-1.1	56
CCCc1nc2ccccc2c(=O)n1/N=C/c1ccc(O)cc1O	0%	11%	-0.2%	44%	6%	3.4%	32%	0.5%	0.0	36

Further entries.
SMILES	GPR55 LPI antagonism	GPR35 antagonists	GPR55 activation	KOR beta-arrestin-1	Rac1 GTP hydrolysis	UTI89 phage lysis	NOD1 inhibition	KOR beta-arrestin-2	NTR1 ag	NTR1 ag cell count 20 µM
Cc1cc(C(=O)N/N=C/c2ccc([N+](=O)[O-])s2)n[nH]1	4%	12%	0.0%	-10%	9%	1.6%	12%	4.1%	-1.0	60
O=C(Cc1cccs1)N1CCN(c2ccc(F)cc2)CC1	-5%	-6%	0.1%	-1%	5%	5.1%	-20%	-0.4%	1.1	41
CCOC(=O)c1c(NC(=O)c2ccnn2C)sc(C)c1C	1%	-2%	-0.4%	3%	10%	0.3%	-8%	-2.4%	-1.5	70
O=C1c2cccc(OCC(=O)N3N=C(c4cccs4)CC3c3ccc(F)cc3)c2CCN1Cc1cccnc1 (stereo not drawn)	9%	-1%	2.7%	30%	4%	1.0%	-31%	-0.7%	-0.8	38
O=C(CSc1nc2ccccc2nc1N1CCCC1)Nc1ccc(Cl)cc1	-7%	12%	0.7%	-37%[20 µM]	11%	2.4%	-24%	-6.3%	3.9	83
CCOC(=O)Cc1csc(NC(=O)CCc2ccc(S(=O)(=O)N3CCOCC3)cc2)n1	-4%	4%	-0.2%	4%	8%	0.1%	-14%	7.5%	-0.4	64
C=CCNC(=S)NNC(=O)c1cccn(Cc2ccc(Cl)c(Cl)c2)c1=O	6%	-14%	0.2%	-4%	-9%	-0.2%	.	-2.2%	1.0	72
Cn1cnc(S(=O)(=O)N2CCN(C(c3ccc(F)cc3)c3ccc(F)cc3)CC2)c1	-10%	-7%	-0.2%	2%	9%	0.6%	-6%	-1.9%	1.4	63
CC(C)C[C@H](NC(=O)N1CCCCCC1)C(=O)O	-6%	-5%	-0.2%	25%	2%	2.1%	-10%	2.5%	0.1	59
Cc1onc(-c2ccccc2)c1C(=O)N1CCN(c2ccccc2F)CC1	-2%	-12%	-0.1%	42%	1%	0.7%	-20%	-0.7%	-0.2	44
CCOC(=O)N1CCN(S(=O)(=O)c2ccc(C(=O)N(CCN(CC)CC)c3nc4c(C)cccc4s3)cc2)CC1	16%	-6%	-0.1%	-8%	7%	-0.1%	-25%	-4.6%	0.2	59
CCOCCCNC(=O)C1(O)c2cc(Br)ccc2NC(=O)N1c1ccc(CC)cc1 (stereo not drawn)	5%	5%	0.3%	32%	2%	0.0%	-6%	-20%	-0.2	53
O=C(Nc1nn(Cc2ccccc2F)cc1Br)c1cccs1	-7%	3%	-0.1%	-5%	7%	-0.7%	-30%	6.0%	0.6	53
Cc1nc2ccccc2n1CC(=O)NC(C)C1CC2CCC1C2 (stereo not drawn)	1%	17%	-0.1%	.	-2%	0.3%	3%	.	4.6	55
COc1ccccc1NC(=O)c1cc(S(=O)(=O)N2CCCCCC2)ccc1F	-9%	5%	-0.1%	14%	8%	2.6%	-16%	4.1%	4.2	57
COc1ccc2c(c1)C(=NO)c1cc(OC)ccc1-2	-14%	7%	-0.5%	-19%	14%	-1.1%	15%	-0.2%	-1.4	81
